Source: PubChem BioAssay
PTHR1 agonist – agonists of human PTHR1 parathyroid hormone receptor. HEK293 GP2 PTHR1 cells, GloSensor cAMP luminescence, 1 h. Potency, µM (highest dose often 115 µM), for the others: at the top dose activation, usual class: activators. 410,000 compounds, 0.075% hits; also: potency is read from the fitted curve at half-maximal effect; nearly all actives have a fitted effect of over 55% in size; some results filed as inactive show a strong effect at the top dose; inactives centre near -15; many of its hits are not listed in these tables
Target sequence (Q03431 whole entry, looked up): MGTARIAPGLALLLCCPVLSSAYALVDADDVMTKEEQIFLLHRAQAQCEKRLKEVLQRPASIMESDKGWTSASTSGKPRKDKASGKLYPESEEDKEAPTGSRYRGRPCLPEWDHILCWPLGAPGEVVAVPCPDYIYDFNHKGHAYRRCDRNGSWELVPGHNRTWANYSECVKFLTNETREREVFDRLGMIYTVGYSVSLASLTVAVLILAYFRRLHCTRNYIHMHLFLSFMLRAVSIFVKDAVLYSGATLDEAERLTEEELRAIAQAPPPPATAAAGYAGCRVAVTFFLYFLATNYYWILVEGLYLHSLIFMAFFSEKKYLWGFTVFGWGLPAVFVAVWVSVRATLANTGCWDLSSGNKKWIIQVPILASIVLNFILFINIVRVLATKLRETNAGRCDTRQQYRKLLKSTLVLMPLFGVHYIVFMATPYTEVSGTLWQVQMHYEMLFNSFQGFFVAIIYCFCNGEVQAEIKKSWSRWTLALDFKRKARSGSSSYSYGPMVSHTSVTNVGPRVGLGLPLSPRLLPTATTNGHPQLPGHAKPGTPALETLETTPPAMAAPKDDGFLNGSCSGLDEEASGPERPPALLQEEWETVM
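HEK-293-derived GP2 cells expressing PTHR1 and a GloSensor cAMP reporter, 3,000/well, plated overnight, given luciferin plus IBMX (each 0.5 mM as added) for 1 h at 37 °C, then compound for 1 h at 37 °C. Luminescence was read after 15 min at room temperature.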
D3 antag – D3 dopamine receptor (human) antagonism; 360,000 compounds, 2.5% hits; D3R cells, DiscoveRx beta-arrestin luminescence, antagonist mode; stronger effect = lower value; AID 652054; max response, negative = inhibition, %; P35462; in the data active = max response below about -50%; inconclusive = no clear call, values can overlap the other calls; also: % is scaled to controls: 0 for no effect and ±100 for the full control effect; mostly tested at two doses, the higher about 12 µM
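Cells plated overnight at 1500 cells/well, then exposed to library compounds with dopamine controls for 90 minutes at 37 degrees C. DiscoveRx reagent added for 30–60 minutes at room temperature; luminescence read, quantitative HTS format.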
DRD3 agonist – agonists of human D3 dopamine receptor; D3R DiscoveRx beta-arrestin cells, luminescence, 90 min; 410,000 compounds, 0.58% hits; P35462; max activation, %; in the data active = max activation above about 30%; also: 0% is about no effect; mostly tested at two doses, the higher about 12 µM
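Agonist-mode cell screen: cells plated at 1500/well and incubated overnight at 37 °C, then exposed to library compounds for 90 min at 37 °C. Detection reagent was added for 30–60 min at room temperature, and luminescence was read.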
CCT chaperon mod – cytosolic chaperonin activity modulation. purified chaperonin ATPase assay, HTRF ADP detection, 30 min. activity change, % (test concentration not listed), hits read low. 360,000 compounds, 0.3% hits. AID 651819; in the data active = activity change below about -30%; also: % is scaled to controls: 0 for no effect and ±100 for the full control effect
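TRiC (40 or 20 nM final, by batch activity) in 30 mM Tris pH 7.4, 100 mM KCl, 5 mM MgCl2, 1 mM DTT was treated with compound at 76 uM single dose, then 10 uM ATP, 30 min at 37 °C. ADP was read by HTRF Transcreener.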
EPAC2 antag – EPAC2 (human) antagonism; Q8WZA2; 360,000 compounds, 0.18% hits; AID 720708; Potency, µM (highest dose often 114 µM), without a hit: at the highest dose activity, negative = inhibition, usual class: inhibitors; EPAC2 GEF exchange of Rap1B-BODIPY-GDP, fluorescence; also: potency is read from the fitted curve at half-maximal effect; % is scaled to controls: 0 for no effect and ±100 for the full control effect; nearly all actives have a fitted effect of over 45% in size; many of its hits are not listed in these tables
EPAC2 ag – activates human EPAC2 exchange factor; Q8WZA2; AID 720711; EPAC2 activation, biochemical qHTS; response scale: 100% = 6.5 mM cAMP response; 360,000 compounds, 0.079% hits; Potency, µM (highest dose often 154 µM), for inactives: top-dose activation, usual class: activators; also: potency is read from the fitted curve at half-maximal effect; nearly all actives have a fitted effect of over 50% in size
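qHTS, titration series. 100 nM EPAC2 / 250 nM Rap1B-BODIPY-GDP / 50 uM GDP; RT; ex 480/em 540 nm, 5-min reads to 30 min. Norm. to 6.5 mM cAMP = activation.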
MmCpn inh – inhibitors of Methanococcus maripaludis chaperonin (MmCpn); Potency, µM (top dose mostly 76.9 µM), for inactives: top-dose activity, negative = inhibition, usual class: inhibitors; purified Mm-Cpn ATPase, ADP Transcreener TR-FRET; 330,000 compounds, 0.031% hits; also: potency is read from the fitted curve at half-maximal effect; % is scaled to controls: 0 for no effect and ±100 for the full control effect; nearly all actives have a fitted effect of over 80% in size
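ATPase turnover read by TR-FRET ADP competition (Eu cryptate antibody/ADP-d2, 665/590 nm): 10uM ATP final, 25nM Mm-CPN final, 30 min 37degC after 10-min compound preincubation, pH 7.4 Tris/KCl/MgCl2/DTT buffer.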
pAkt inh – inhibitors of Akt phosphorylation | AID 651550 | 360,000 compounds, 0.32% hits | activity change, % for hits at 50 µM | Neuro2A IGF-stimulated pAkt S473 HTRF, 20 min; stronger effect = lower value; in the data active = activity change below about -80%; inconclusive = mostly about -51% to -80%; also: % is scaled to controls: 0 for no effect and ±100 for the full control effect
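Neuro2A cells in DMEM with 0.5% FBS, overnight at 37 deg C, given compound at single 50 µM final, then IGF (6 nM final) for 20 min at 37 deg C. Lysed; phospho-Akt Ser473 by HTRF after 24 h, 665/615 ratio.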
Active calls of the source: *; i = inactive; ? = inconclusive; nt = no result given; & = joins results of further samples; [ ] = another dose, or the depositor's remark. Unless noted, calls follow the shape of the dose curve; as a rule, active = well fitted curve in the direction sought with a large enough effect; inconclusive = small, poorly fitted or top-dose-only effect, or another doubt; inactive = no such curve, though single readings can be large; an effect the other way counts as inactive or inconclusive. Not all compounds are listed, so the mix of outcomes need not match the whole.

Order of values – PTHR1 agonist | D3 antag | DRD3 agonist | CCT chaperon mod | EPAC2 antag | EPAC2 ag | MmCpn inh | pAkt inh
1) O=C(O)c1cc(Nc2nc(N3CCOCC3)nc(N3CCOCC3)n2)ccc1Cl
    i | ? | -4 | -4.8 | -5% | -5% | 1% | i
2) CCOc1ccc(Br)cc1C1=CC(=O)C[C@H](c2ccc(OC)cc2)C1
    -1% | -25 | -36 | -1.4 | ? | 2% | -7% | i
3) CC1CCC(NC(=O)c2ccc(NC3=NC4CS(=O)(=O)CC4S3)cc2)CC1 (stereo not drawn)
    i | -2 | 4 | -0.2 | 36%[activator] | -7% | -3% | i
4) CCCc1nc2ccccc2n1CCOc1ccccc1
    -15%[57.5 µM] | -62* | -5 | 0.1 | -4% | -3% | 3% | i
5) CN(C(=O)COc1ccccc1C(=O)NCCc1ccccc1)c1ccccc1
    i | 32 | 8 | -0.4 | -1% | 0% | 1% | i
6) CCOc1cc(C(=S)N2CCOCC2)ccc1OS(=O)(=O)c1ccc(NC(C)=O)cc1
    -13%[57.5 µM] | 7 | -2 | -3.6 | -1% | 10% | -3% | i
7) Cc1ccc(NC(=O)CCCN2C(=O)/C(=C/C=C/c3ccccc3)SC2=S)cc1
    i | 1 | 2 | 0.3 | 19% | -1% | 0% | i
8) O=C(c1ccc(CS(=O)(=O)c2ccccc2)o1)N1CCOCC1
    i | -12 | 5 | -0.6 | 1% | -3% | 0% | i
9) CC(=O)c1sc(NC(=O)COc2ccc(Cl)cc2Cl)nc1C
    i | 1 | 0 | -1.2 | -5% | 5% | -3% | i
10) CCC(c1nnnn1-c1ccc2c(c1)OCCO2)N1CCN(c2ccc(C(F)(F)F)cn2)CC1 (stereo not drawn)
    -45%[inhibitor] | 5 | 5 | 0.2 | 4% | 3% | nt | i
11) O=Cc1ccc(OCC(=O)N2CCOCC2)cc1
    -17% | -5 | -3 | 1.0 | 8% | 1% | 2% | i
12) O=C(c1cc2c(ccc3ccccc32)oc1=O)N1CCCC1
    -22%[57.5 µM] | 7 | 3 | -0.3 | -4% | 6% | -3% | i
13) Nc1nnc(SCC(=O)c2cccc([N+](=O)[O-])c2)s1
    i | 1 | 6 | -1.2 | 6% | 1% | 2% | i
14) CC1(C)Cc2c(c(-c3ccco3)[nH]c(=O)c2C#N)CS1
    -2% | -13 | -3 | 0.3 | 19% | 0% | 0% | i
15) CN(C(=O)c1cccc(NC(=O)Cc2ccc(NC(=O)C3CCCN(S(=O)(=O)c4cccc([N+](=O)[O-])c4)C3)cc2)c1)C1CCCC1 (stereo not drawn)
    i | 5 | 0 | -1.8 | 1% | 3% | nt | i
16) Cc1cc(C)n(Cc2ccc(C(=O)Nc3cccc(Br)c3)o2)n1
    -44%[inhibitor] | -16 | -13 | 0.2 | -7% | 6% | 2% | i
17) COc1cc(C(=S)N2CCOCC2)cc(OC)c1OC
    -17% | -2 | 7&-19 | 1.6 | 1% | 8% | -2% | i
18) O=C(NNC(=O)c1ccc(Cl)cc1Cl)c1cnccn1
    0% | 0 | 2 | 0.4 | 16% | 2% | 3% | i
19) OC1(c2ccc(OC(F)F)cc2)CSC(=Nc2cccnc2)N1C1CC1 (stereo not drawn)
    -43%[inhibitor][57.5 µM] | 16 | 4 | -4.2 | -8% | -4% | -6% | i
20) CSCCC(NC(=O)c1ccccc1Br)C(=O)NCCCn1nc(C)cc1C (stereo not drawn)
    -2% | 0 | 8 | -1.4 | 3% | 9% | 1% | i

Single entries from the list:
MmCpn inh, `O=C(O)c1cc(Nc2nc(N3CCOCC3)nc(N3CCOCC3)n2)ccc1Cl` → 1%
D3 antag, `CN(C(=O)COc1ccccc1C(=O)NCCc1ccccc1)c1ccccc1` → 32

Next part:
Order of values – PTHR1 agonist | D3 antag | DRD3 agonist | CCT chaperon mod | EPAC2 antag | EPAC2 ag | MmCpn inh | pAkt inh
21) CCCc1cc(-c2nc(-c3ccc(Br)cc3)cs2)ccn1
    -8% | 6 | 3 | -0.8 | -3% | -7% | -8% | i
22) COc1ccc(CN2CCSCC2)cc1C
    9%[57.5 µM] | ? | -16 | -1.3 | 3% | 8% | -1% | i
23) CCn1c(=O)n(CC)c2cc(N3CCCC3)c(NC(=O)c3ccc(F)cc3)cc21
    -3% | 38 | 3 | -1.4 | 2% | -1% | -2% | i
24) COc1ccc(N2C(=O)C3CCCN3C2c2ccccc2)cc1Cl (stereo not drawn)
    i | -5 | -2 | -2.2 | -7% | 1% | 1% | i
25) CC(=O)/C(C=Nc1noc(C)c1Br)=C(\C)O
    -24% | 17 | 2 | 3.2 | -2% | 6% | 1% | i
26) CCCCOC(=O)n1c(=O)oc2ccccc21
    -2% | 23 | -2 | -4.8 | 1% | 6% | 1% | i

Part of the list above, with one line to a screen.
24: COc1ccc(N2C(=O)C3CCCN3C2c2ccccc2)cc1Cl (stereo not drawn)
25: CC(=O)/C(C=Nc1noc(C)c1Br)=C(\C)O
26: CCCCOC(=O)n1c(=O)oc2ccccc21

assay / entry | 24 | 25 | 26
PTHR1 agonist | i | -24% | -2%
D3 antag | -5 | 17 | 23
DRD3 agonist | -2 | 2 | -2
CCT chaperon mod | -2.2 | 3.2 | -4.8
EPAC2 antag | -7% | -2% | 1%
EPAC2 ag | 1% | 6% | 6%
MmCpn inh | 1% | 1% | 1%
pAkt inh | i | i | i

An excerpt of the results above:
Order of values – PTHR1 agonist | D3 antag | DRD3 agonist | CCT chaperon mod | EPAC2 antag | EPAC2 ag | MmCpn inh | pAkt inh
22) COc1ccc(CN2CCSCC2)cc1C
    9%[57.5 µM] | ? | -16 | -1.3 | 3% | 8% | -1% | i
23) CCn1c(=O)n(CC)c2cc(N3CCCC3)c(NC(=O)c3ccc(F)cc3)cc21
    -3% | 38 | 3 | -1.4 | 2% | -1% | -2% | i
24) COc1ccc(N2C(=O)C3CCCN3C2c2ccccc2)cc1Cl (stereo not drawn)
    i | -5 | -2 | -2.2 | -7% | 1% | 1% | i
